LRH-1 inv ag: LRH-1 (NR5A2) inverse agonists, primary screen, cell-based, luminescence, HEK293T, StAR-luciferase reporter; LRH-1 transfected, 24 h; 360,000 tested, 0.13% active; AID 602396, 2012; inhibition, % at 3.6 µM; Nuclear receptor subfamily 5 group A member 2 (Homo sapiens), O00482;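 active means inhibition above the mean inhibition of all tested compounds plus 3 SD, cut at about 73% in these data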;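 further: 0% = DMSO wells and 100% = reporter-only cells lacking LRH-1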
Target sequence (O00482 whole entry, looked up): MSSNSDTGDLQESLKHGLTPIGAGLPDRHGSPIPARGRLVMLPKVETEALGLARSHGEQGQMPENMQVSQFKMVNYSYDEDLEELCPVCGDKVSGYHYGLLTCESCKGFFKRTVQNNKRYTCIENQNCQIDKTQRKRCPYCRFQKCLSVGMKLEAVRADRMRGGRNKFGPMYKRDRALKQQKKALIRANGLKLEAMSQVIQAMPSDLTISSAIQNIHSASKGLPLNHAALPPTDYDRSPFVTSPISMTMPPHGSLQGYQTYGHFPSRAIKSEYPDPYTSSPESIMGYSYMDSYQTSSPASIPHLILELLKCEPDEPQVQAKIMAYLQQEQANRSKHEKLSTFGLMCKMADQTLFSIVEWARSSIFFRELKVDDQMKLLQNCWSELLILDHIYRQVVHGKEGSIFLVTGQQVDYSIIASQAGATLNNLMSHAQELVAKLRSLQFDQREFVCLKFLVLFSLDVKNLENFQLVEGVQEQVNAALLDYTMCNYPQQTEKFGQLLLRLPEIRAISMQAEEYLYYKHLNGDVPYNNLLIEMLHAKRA
C8 TRAIL sens: viability loss with TRAIL in NB7+C8 cells, primary screen, TRAIL sensitizer project, cell-based, ATPlite luminescence. inhibition (viability loss, TRAIL sensitization), % at 10 µM. 360,000 tested, 1% active. AID 624354, 2012;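 active means compounds causing at least 50% loss of cell viability in the single-dose screen, relative to plate controls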
SRC2 inh: inhibition of GAL4-SRC2 driven luciferase reporter, primary screen, SRC2 inhibitor project, cell-based, luminescence. Nuclear receptor coactivator 2 (Homo sapiens), Q15596. HEK293 GAL4-SRC2 luciferase reporter. inhibition, % at 9 µM. 370,000 tested, 0.17% active. AID 651957, 2012;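 active means inhibition above the mean inhibition of all tested compounds plus 3 SD, set per campaign, cut at about 52% in these data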;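 further: 0% = DMSO treated cells and 100% = cells given Gossypol at 36 µM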
COUP-TFII inh: NR2F2 transcriptional activity inhibitors, primary screen, cell-based, luciferase reporter, HEK293T, luminescence. COUP transcription factor 2 (Homo sapiens), P24468. HEK293T NGFI-A luciferase reporter. inhibition, % at 8.6 µM. 370,000 tested, 0.7% active;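 active means inhibition above a per-plate cutoff, mean inhibition of test wells between control levels plus 3 SD, cut at about 38% in these data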;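 further: cells cotransfected with COUP-TFII expression vector driving the NGFI-A reporter; 0% = median of COUP-TF2 test wells and 100% = reporter-only cells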
Target sequence (P24468 whole entry, looked up): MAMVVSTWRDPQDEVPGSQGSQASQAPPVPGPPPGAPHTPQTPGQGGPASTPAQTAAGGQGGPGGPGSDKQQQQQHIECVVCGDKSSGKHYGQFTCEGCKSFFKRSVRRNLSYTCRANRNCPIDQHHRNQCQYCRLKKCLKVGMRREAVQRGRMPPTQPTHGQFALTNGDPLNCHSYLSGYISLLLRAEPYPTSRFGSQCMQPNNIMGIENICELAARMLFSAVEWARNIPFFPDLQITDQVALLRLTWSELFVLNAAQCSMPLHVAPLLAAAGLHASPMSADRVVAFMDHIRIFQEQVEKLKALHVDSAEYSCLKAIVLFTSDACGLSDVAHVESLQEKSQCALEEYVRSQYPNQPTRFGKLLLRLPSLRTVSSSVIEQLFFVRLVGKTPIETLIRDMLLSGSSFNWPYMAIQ
TROY NFkB inh: inhibitors of TROY-driven NF-kB signaling, primary screen, Q293 LMP1-TROYcd cells, NF-kB luciferase, uHTS | Q293 LMP1-TROYcd NF-kB luciferase reporter, 4 h | inhibition, % at 10 µM | 360,000 tested, 0.98% active | AID 1347056, 2019;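 active means compounds whose plate-normalised and pattern-corrected inhibition of the luciferase reporter signal at the single screening dose is 50% or more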
EBV LMP1 NFkB: EBV LMP1-driven NF-kappaB luciferase reporter inhibitors, primary screen, cell-based, luminescence, single point. LMP1-induced NF-kappaB luciferase reporter cells. inhibition, % at 12.5 µM. 350,000 tested, 0.69% active; in the data active means inhibition above about 41%;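 further: 0% = neutral control wells and 100% = reference inhibitor control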
NCOA3 inh: SRC3 coactivator transcriptional activity inhibitors, primary screen, cell-based, luminescence | AID 588352, 2011 | 360,000 tested, 0.17% active | Nuclear receptor coactivator 3 (Homo sapiens), Q9Y6Q9 | HEK293 GAL4-SRC3 luciferase reporter | inhibition, % at 3.6 µM;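 active means inhibition above a per-campaign cutoff, the mean of all compounds plus 3 SD, cut at about 60% in these data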;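 further: 0% = DMSO-treated cells and 100% = gossypol-treated cells at 36 µM; higher means less SRC3-driven luciferase light from the GAL4 reporter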
TWEAK-Fn14 inh: inhibitors of TWEAK-Fn14 signaling, primary screen, luciferase reporter cells, uHTS. TWEAK-stimulated Fn14 reporter cells, luciferase luminescence, 8 h. inhibition, % at 10 µM. 360,000 tested, 2% active. AID 1159606, 2016; in the data active means inhibition above about 50%
TLR9-MyD88 inh: inhibitors of TLR9-MyD88 association in cells, primary screen, cell-based, CHO, BLA complementation, fluorescence; Toll-like receptor 9 (Homo sapiens) + Myeloid differentiation primary response protein …; CCF4 FRET ratio; inhibition, % at 4.98 µM; 340,000 tested, 0.21% active;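 active means inhibition above the mean over all tested compounds plus 3 SD, cut at about 21% in these data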;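 further: 0% = DMSO only wells and 100% = clavulanate BLA inhibitor control wells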
NOD2-RIPK2 inh: NOD2-RIPK2 binding disruptors in cells, primary screen, fluorescence, CHO cells, BLA complementation; inhibition, % at 4.98 µM; CCF4 ratio; AID 624267, 2012; 360,000 tested, 0.38% active; in the data active means inhibition above about 21%;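 further: 0% = vehicle only and 100% = reference blocker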
NCOA1 inh: SRC1 coactivator transcriptional activity inhibitors, primary screen, cell-based, luminescence. Nuclear receptor coactivator 1 (Homo sapiens), Q15788. HEK293 GAL4-SRC1 luciferase reporter. inhibition, % at 3.6 µM. 360,000 tested, 0.12% active. AID 588354, 2011;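 active means inhibition above the campaign mean plus 3 SD, with each screening campaign given its own cutoff, cut at about 60% in these data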;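 further: 0% = DMSO treated cells and 100% = gossypol at 36 µM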
Active calls of the source: *; · = no result given. This is a subset; count on the stated rates, not on these rows.

SMILES	LRH-1 inv ag	C8 TRAIL sens	SRC2 inh	COUP-TFII inh	TROY NFkB inh	EBV LMP1 NFkB	NCOA3 inh	TWEAK-Fn14 inh	TLR9-MyD88 inh	NOD2-RIPK2 inh	NCOA1 inh
COc1ccc(C(=O)Nc2cc3c(cc2N2CCOCC2)n(C)c(=O)n3C)cc1OC	-7	14	·	·	-6	2	1	-28	-9	-1	12
O=C(c1ccccc1-c1nc(-c2ccc(Cl)cc2)no1)N1CCCC1	-31	4	-73	-11	-21	-19	-103	-2	-7	-4	-69
CC(C)(C)Cc1nnc(NS(=O)(=O)Cc2ccccc2)s1	7	-1	-16	-4	-4	-2	-6	7	-5	2	-3
C1CCC(Nc2nnnn2C2CCCCC2)CC1	-3	5	-21	2	-19	-7	-9	6	-3	5	7
O=C(NCc1ccon1)C1CCC(=O)N(CCc2cccc(F)c2)C1 (stereo not drawn)	20	6	-1	-11	8	-12	-10	8	-2	-14	-15
CN(C)S(=O)(=O)c1ccc(N2CCCC2)c(C(=O)Nc2cccc(F)c2)c1	8	-7	·	·	9	2	-11	0	-4	5	-4
Fc1ccc2cnc(-c3ccccc3F)cc2c1	-84	16	-35	-31	-51	-3	-52	-11	-4	-6	-57
Cc1n[nH]c(C)c1CCCCOc1ccccc1	-8	27	24	-9	18	-10	11	-5	-8	0	-5
CCN=c1scc(-c2ccco2)n1/N=C/c1ccc(O)cc1	-54	0	-48	-35	-15	-32	-33	6	-5	-2	-47
Cc1ccn2cc(C(=O)NC3CCN(Cc4ccccc4)CC3)nc2c1	12	-12	26	10	7	6	-6	2	1	-17	0
CC(CCc1ccccc1)NC(=O)C1CCN(c2nnc(-n3cccc3)s2)CC1 (stereo not drawn)	0	7	-33	-14	-19	1	-14	7	-4	-8	-14
CC1CCc2c(C(=O)NCCCN3CCOCC3)csc2C1 (stereo not drawn)	-5	5	-24	-8	-4	3	-11	-16	8	1	2
Cc1ccc(NC(=O)CCNC(=O)Nc2ccccc2)cc1S(=O)(=O)N(C)C	-2	-1	-20	2	16	-1	21	3	-12	-6	-41
COc1ccc(NC(C)=O)cc1NC(C)C(=O)Nc1ccccc1F (stereo not drawn)	14	-9	8	-6	-8	-3	1	4	-3	9	11
CC/C(=N\NC(=O)CSc1ncccn1)c1ccc2c(c1)OCCO2	-6	-12	4	-10	-9	3	15	0	5	-13	-20
CCCn1nc(NC(=O)c2ccco2)c2cc3ccccc3nc21	-3	-8	-12	2	5	-14	8	20	-1	2	-15
COc1ccc(CN=C2NN=C(c3cccc(OC)c3)CS2)cc1	3	-3	-44	-13	-18	-5	-40	-24	5	-2	-30
COc1ccc(C2(CNC(=O)c3cccs3)CCOCC2)cc1	-8	17	-20	1	-5	-13	16	-2	-10	10	5
N#Cc1ccc(NC(=O)CN2CCN(c3ccccn3)CC2)cc1	-7	3	-15	3	-30	0	-20	-7	-2	-4	1
CCN(CC)C(=O)c1ccc2c(=O)n(CCOC)c(=S)[nH]c2c1	-6	-3	-11	19	-20	-4	5	7	-9	-4	-3

Two compounds picked at random from the list so far:
SMILES	LRH-1 inv ag	C8 TRAIL sens	SRC2 inh	COUP-TFII inh	TROY NFkB inh	EBV LMP1 NFkB	NCOA3 inh	TWEAK-Fn14 inh	TLR9-MyD88 inh	NOD2-RIPK2 inh	NCOA1 inh
COc1ccc(NC(C)=O)cc1NC(C)C(=O)Nc1ccccc1F (stereo not drawn)	14	-9	8	-6	-8	-3	1	4	-3	9	11
CC(CCc1ccccc1)NC(=O)C1CCN(c2nnc(-n3cccc3)s2)CC1 (stereo not drawn)	0	7	-33	-14	-19	1	-14	7	-4	-8	-14

Further structures follow.
SMILES	LRH-1 inv ag	C8 TRAIL sens	SRC2 inh	COUP-TFII inh	TROY NFkB inh	EBV LMP1 NFkB	NCOA3 inh	TWEAK-Fn14 inh	TLR9-MyD88 inh	NOD2-RIPK2 inh	NCOA1 inh
NS(=O)(=O)c1ccc(NC(=O)COC(=O)COc2ccc(Br)cc2)cc1	-7	-11	6	-16	10	-2	11	-12	2	0	-1
Cc1cc(-c2nc(-c3ccc(C(C)(C)C)cc3)no2)no1	-61	3	-34	-27	-7	-40	-91	-6	3	-6	-75
CCCC(=O)c1ccc(N2CCN(C(=O)c3ccccc3)CC2)c(F)c1	13	6	-21	-1	8	4	23	-15	4	5	6
CC(=C1C(=O)c2ccccc2C1=O)N1CCN(c2ccccn2)CC1	-13	12	1	-5	-25	-1	-2	-13	-7	-20	-16
COc1ccc(-c2nc3c(C)cc(Br)cn3c2Cc2ccccc2)cc1OC	6	-3	23	8	9	·	5	13	·	-5	15
COc1ccc(Cc2nnc(Nc3ccc(Cl)cc3)[nH]c2=O)cc1	-2	19	-27	-17	30	-8	-12	2	-10	-6	-9
Cc1ccc(S(C)(=O)=N/C=C2\C(=O)c3sccc3N(C)S2(=O)=O)cc1 (stereo not drawn)	5	-4	3	-10	-3	4	6	-16	-4	-7	2
COc1ccc(C(=O)CNc2ccc3ccccc3c2)cc1	-14	-6	-58	-27	43	-13	-36	24	·	-7	-40
CN(C)S(=O)(=O)c1ccc(C(=O)N2CCN(S(=O)(=O)c3cccs3)CC2)cc1	-4	1	-5	3	7	5	16	-19	8	5	3
CN(C)C(CNC(=O)c1cc(-c2ccco2)nc2ccccc12)c1ccccc1 (stereo not drawn)	10	20	-5	-2	4	-7	-12	0	-2	-6	-16
CCOC(=O)CSc1snnc1-c1ccccc1	5	-5	4	13	-25	3	3	-30	-5	-9	-22
Nc1nonc1C(=O)NCCNCc1cc(Br)ccc1OCc1ccccc1F	12	7	17	66*	17	3	15	34	-9	-1	3
CC(=O)N(CC(=O)Nc1nn(-c2ccccc2)nc1C(N)=O)Cc1ccccc1	13	-14	8	4	-5	-5	3	40	2	1	-15
O=C1CCCCCN1Cc1ccccc1	14	20	-34	12	-7	5	9	-22	3	-10	7
CC(C)NC(=O)C1(c2ccccc2)CC1(Cl)Cl (stereo not drawn)	4	1	-12	-8	-1	-8	0	-1	3	-8	-13
COc1ccc(CN(C)CC(=O)Nc2cccc(S(N)(=O)=O)c2)c(OC)c1OC	-1	-8	3	11	2	3	12	0	1	5	-4
Cc1nn(Cc2ccc(F)cc2)c(C)c1NC(=O)c1noc2c1CCCCC2	36	-7	9	8	1	-2	9	8	-3	7	6
Cn1c(N)c(C(=O)CSc2nnc(C3CC3)n2N)c(=O)n(C)c1=O	0	1	18	-11	-8	1	-7	7	1	-6	2
COc1ccc(OCCC(=O)OCC(=O)NC(=O)NC2CCCCC2)cc1	10	2	-5	0	14	4	0	-2	-5	6	-36
CN(Cc1ccccc1F)C(=O)COc1ccc(C(=O)c2ccccc2)cc1	-4	-3	-11	20	16	2	-22	41	-2	0	-17
O=S(=O)(c1ccc(Cl)cc1)N1CCN(CCc2ccncc2)CC1	11	6	-3	16	4	2	-12	2	-5	-1	-10
O=S(=O)(NCc1cccnc1)c1ccc2ccccc2c1	1	-10	18	7	12	7	6	23	0	11	1
CCc1ccc(-c2cc(C)no2)cc1S(=O)(=O)N1CCN(c2ccc(C(C)=O)cc2)CC1	18	20	15	28	21	8	12	31	-10	-8	16
Cc1ccc(NC(=O)C(=O)NCCCN2CC(C(=O)O)CC2=O)cc1 (stereo not drawn)	11	6	7	-3	-3	2	1	12	7	-3	2
C/C(=N\N=C1\NC(=O)CC(C(=O)O)S1)c1ccc(F)cc1 (stereo not drawn)	-10	-2	1	10	1	8	11	18	-8	5	4
CCOc1ccc(NC(=O)OCCN2CCN(CCc3ccccc3)C(C)C2)cc1 (stereo not drawn)	-18	11	13	16	6	8	-8	3	-9	0	10
Cc1c(CC(=O)N2CCN(C(=O)C3COc4ccccc4O3)CC2)c(=O)oc2c(C)c(O)ccc12 (stereo not drawn)	14	14	-7	9	19	4	9	-26	-3	5	13
COc1ccc(N2CCN(CC(=O)Nc3ccccc3C(=O)NCc3ccccc3)CC2)cc1	22	14	-20	22	2	1	14	-16	-4	1	-13
FC(F)(F)c1ccc(Cl)c(-n2c(-c3ccco3)n[nH]c2=S)c1	-3	13	-12	-3	-16	-4	-12	1	11	-4	-2
NC(=O)C1CCCN(C(=O)CCC(=O)c2cccs2)C1 (stereo not drawn)	-23	-14	-26	-19	-9	0	1	15	-3	0	11
CC(=O)Nc1ccc(Oc2cc(N)cc([N+](=O)[O-])c2)cc1	-19	-16	7	5	-6	5	5	-5	-1	-6	-8
CCCNC(=O)c1ccc2c(=O)c(O)c(-c3ccsc3)[nH]c2c1	11	12	·	·	-12	0	-3	12	19	14	-8
CC(C)(C)c1ccc(S(=O)(=O)N2CCN(C(=O)C3CCC3)CC2)cc1	10	0	-13	20	1	2	-2	-17	6	-3	-6
Cc1cccc(C)c1NC(=O)COC(=O)c1cc[n+]([O-])cc1	-24	-14	-12	-15	-8	-1	-6	6	-3	3	1
CCN1CCN(c2ccc(NC(=O)Cc3ccccc3)cc2)CC1	3	-8	-41	-4	20	-8	5	-11	-21	0	-8
CC1(C)CC(=O)C(C(c2ccc3c(c2)OCO3)C2C(=O)CC(C)(C)CC2=O)C(=O)C1	18	-7	-3	-11	-5	·	0	3	·	0	4
CCN(CC)S(=O)(=O)c1ccc(N2CCN(S(=O)(=O)c3ccc4c(c3)OCCO4)CC2)nc1	18	22	-6	4	-2	3	15	13	-7	-9	-15
O=C(c1cccc(C(=O)N2CCN(c3ccccc3)CC2)c1)N1CCN(c2ccccc2)CC1	-37	5	8	13	2	11	13	13	-1	-1	-18
CC(C)(C)c1[nH]nc2c1C(C1C=CCCC1)C(C#N)=C(N)O2 (stereo not drawn)	5	-8	11	-6	-1	0	0	6	8	1	1
O=C(NC(=S)Nc1ccc(S(=O)(=O)N2CCCCC2)cc1)c1ccccc1	17	8	-6	9	-5	0	9	0	-2	-2	-1
CCOc1ccc(-n2cnc3c(=O)[nH]c(N)nc32)cc1	1	4	-1	12	-1	6	-37	0	2	5	4
O=C(C1CCN(S(=O)(=O)c2ccc(Br)s2)CC1)N1CCN(C2CCCCC2)CC1	12	-3	-8	-1	11	-14	5	11	3	-2	3
COc1ccc(N2C(=O)C(O)C2c2ccc(C)cc2)cc1 (stereo not drawn)	-10	11	-2	12	6	5	6	6	1	2	-12
COc1ccc(OC)c(S(=O)(=O)Nc2c(C)nn(C)c2C)c1	5	-20	-13	21	4	7	1	-4	0	7	-6
COc1ccc(CNC(=O)C2CCC(CNC(=O)[C@@H]3Cc4ccccc4CN3)CC2)cc1 (stereo partly drawn)	-9	-10	13	0	-19	-4	32	20	-1	-1	7
C=CCN1CC(c2nc3ccccc3n2Cc2cccc3ccccc23)CC1=O (stereo not drawn)	-2	-2	0	2	15	-3	14	16	4	3	-48

Source: PubChem (several laboratories)
